Bioassay records deposited in PubChem BioAssay by Sanford-Burnham Center for Chemical Genomics.
697 NFkB inh: inhibitors of PMA/ionomycin-induced NF-kB reporter, 697 cells, primary screen, B-cell NF-kB inhibitor project, cell-based, luminescence, uHTS. 697 B-cell NF-kB luciferase reporter, 16 h. inhibition, % at 4 µM. 330,000 tested, 0.33% active. AID 435022, 2010; in the data active = inhibition above about 35%
UPR XBP1 act: activators of adaptive XBP1 UPR arm, primary screen, cell-based, CHO-XBP1 luciferase reporter, luminescence, uHTS. 330,000 tested, 0.33% active. IRE1-XBP1 UPR activation; percent of tunicamycin response, DMSO as zero. activation, % at 20 µM;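 active = versus positive control, 20 µM dose yields 30% or more activation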;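 note: 100% = tunicamycin at 10 µg/mL and 0% = DMSO only wells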
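Material: CHO cell line with stable XBP1 luciferase reporter; schedule: 16-18 h cell attachment at 37 °C, then 6 h compound exposure; signal: glow luminescence from Steady-Glo reagent; medium: serum-containing F12 medium, 10% FBS; benchmarks: tunicamycin 10 µg/mL and vehicle-only wells; read-out: percent activation relative to tunicamycin reference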
Mdm2 MdmX PPI: inhibitors of human Mdm2-MdmX association, primary screen, cell-based, luminescence, split luciferase, SaOS-2, uHTS; Protein Mdm4 (Homo sapiens) + E3 ubiquitin-protein ligase Mdm2 (Homo sapiens), …; 330,000 tested, 3% active; SaOS-2 split-luciferase Mdm2/MdmX complementation; inhibition, % at 8 µM;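 active = inhibition of at least 50% at 8 µM in the primary screen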
Target sequence (O15151 whole entry, looked up): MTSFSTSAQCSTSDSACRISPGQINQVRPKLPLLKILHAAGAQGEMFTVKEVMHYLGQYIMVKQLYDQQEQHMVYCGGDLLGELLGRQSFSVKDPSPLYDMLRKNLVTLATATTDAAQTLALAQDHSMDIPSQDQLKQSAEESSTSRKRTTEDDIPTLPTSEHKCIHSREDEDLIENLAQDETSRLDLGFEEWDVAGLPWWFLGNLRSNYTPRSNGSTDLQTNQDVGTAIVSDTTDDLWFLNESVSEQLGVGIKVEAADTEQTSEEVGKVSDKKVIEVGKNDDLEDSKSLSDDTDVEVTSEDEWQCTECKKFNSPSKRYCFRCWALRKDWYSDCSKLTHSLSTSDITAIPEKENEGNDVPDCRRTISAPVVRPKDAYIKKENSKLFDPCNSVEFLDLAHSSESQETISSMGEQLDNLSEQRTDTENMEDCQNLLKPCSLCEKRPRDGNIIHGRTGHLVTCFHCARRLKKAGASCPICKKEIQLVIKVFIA
Target sequence (Q00987 whole entry, looked up): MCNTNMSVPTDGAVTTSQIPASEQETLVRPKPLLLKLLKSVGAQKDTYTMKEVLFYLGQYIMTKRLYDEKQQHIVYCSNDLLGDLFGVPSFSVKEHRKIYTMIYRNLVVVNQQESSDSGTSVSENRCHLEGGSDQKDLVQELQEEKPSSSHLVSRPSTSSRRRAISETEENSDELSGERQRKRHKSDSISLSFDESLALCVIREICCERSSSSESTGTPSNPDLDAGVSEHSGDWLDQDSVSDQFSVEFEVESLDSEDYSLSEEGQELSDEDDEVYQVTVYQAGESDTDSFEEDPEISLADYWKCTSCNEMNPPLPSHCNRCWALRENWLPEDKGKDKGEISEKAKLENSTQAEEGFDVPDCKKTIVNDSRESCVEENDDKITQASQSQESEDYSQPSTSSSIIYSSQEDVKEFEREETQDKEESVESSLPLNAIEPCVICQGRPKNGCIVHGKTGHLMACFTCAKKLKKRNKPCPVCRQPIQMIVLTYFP
UPR CHOP act: activators of apoptotic CHOP UPR arm, primary screen, cell-based, CHO-CHOP luciferase reporter, luminescence, uHTS | UPR activation; percent of tunicamycin response over DMSO baseline | activation, % at 10 µM | 330,000 tested, 0.34% active | AID 449763, 2010;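 active = at 10 µM dose, activation of 40% or more, normalized to positive control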;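 note: 100% = tunicamycin at 10 µg/mL and 0% = DMSO alone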
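Assay system: CHO-CHOP cells, stable luciferase reporter of PERK-eIF2a-CHOP signalling / Buffer or medium: F12 plus 10% serum / Compound dosing: one dose, 10 µM in 0.5% DMSO / Times: 6 h compound treatment, 37 °C / Technique: luciferase luminescence / Read-out: % reporter activation, DMSO baseline versus tunicamycin full activation / Benchmarks: tunicamycin and DMSO controls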
APJ antagonist: antagonists of human apelin receptor APJ, primary screen, CHO-K1 cells, beta-arrestin complementation, luminescence. AID 2521, 2010. 330,000 tested, 0.32% active. inhibition, % at 20 µM;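 active = inhibition above about 40% at 20 µM, limit read from the data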;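 note: cells challenged with 10 nM apelin-13 agonist together with compound; plate controls were apelin-13 plus DMSO wells for no effect and DMSO wells lacking apelin-13 for full effect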
tim23-1 inh: growth inhibitors of tim23-1 mutant yeast, primary screen, luminescence, uHTS. S. cerevisiae tim23-1 growth, BacTiter-Glo luminescence, 24 h. inhibition, % at 20 µM. 330,000 tested, 1.3% active;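 active = growth inhibition of the mutant yeast at or above 50%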;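 note: temperature-sensitive mutant grown at 25 °C; plate controls were DMSO-treated mutant yeast for no effect and medium wells lacking yeast for full effect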
Jurkat NFkB inh: inhibitors of induced NF-kB luciferase reporter, primary screen, TCR NF-kB activation inhibitor project, cell-based, luminescence, uHTS; Jurkat, PMA/ionomycin-induced NF-kB luciferase reporter; inhibition, % at 4 µM; 330,000 tested, 0.53% active; AID 435003, 2010; in the data active = inhibition above about 50%
APJ ag: agonists of human apelin receptor APJ, primary screen, CHO-K1 cells, PathHunter beta-arrestin, luminescence; P35414; 0% DMSO wells, 100% apelin; activation, % at 20 µM; 330,000 tested, 0.11% active; AID 2520, 2010;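 active = activation more than six SD over the plate average, tested at 20 µM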;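 note: 0% = DMSO alone and 100% = apelin-13 at 10 nM; some results filed as inactive read as strong as hits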
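Assay system: CHO-K1 cells stably expressing ProLink-tagged human APJ and arrestin–beta-gal acceptor. Compound dosing: 20 µM single point, 1% DMSO. Times: 16-18 h seeding, 90 min dark compound exposure, 60 min detection. Detection: beta-gal luminescence. Evaluation: APJ–arrestin association signal. Controls: negative DMSO alone, positive Apelin-13 at 10 nM.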
* = called active by the depositor. The order is random; 5% or so of the library scored in one or more.

Second line of a record: 697 NFkB inh, UPR XBP1 act, Mdm2 MdmX PPI, UPR CHOP act, APJ antagonist, tim23-1 inh, Jurkat NFkB inh, APJ ag
Cc1ccc(C2CC(c3cccc(C)c3)n3ncnc3N2)cc1 (configuration not stated)
    -10.0, -2.0, -11.5, -0.2, 12.8, 5.9, 23.0, -4.6
CC(=O)Nc1cccc(NC(=O)CSc2ccc(-c3ccccn3)nn2)c1
    9.1, -1.7, 20.6, 2.4, -4.0, 9.6, 20.7, -3.3
CCOc1ncccc1C(=O)OCC(=O)N1CCC(C)CC1
    -31.1, 3.3, -19.9, 2.6, 8.1, 8.5, 45.3, 2.0
CCCC(C)C(=O)Nc1ccc2c(c1)OCCO2 (configuration not stated)
    -0.2, -5.3, 25.1, 1.5, -1.4, 1.4, -13.1, -2.8
CC(NC(=O)C(=O)NN=C1CCCCCC1)c1ccccc1 (configuration not stated)
    10.2, 1.4, 19.5, 1.2, 9.2, 12.8, 10.6, -4.1
Cc1ccc(NNC(=O)Nc2ccc(Cl)cc2)nn1
    5.9, -2.0, 14.6, -1.2, -37.4, 11.4, -14.7, -3.9
N#Cc1c(/N=C/c2cccnc2)sc2c1CCCC2
    -9.7, 8.2, 15.7, 4.4, -0.2, 29.6, -0.7, -0.8
Cc1c(C(=O)N2CCc3ccccc32)cnn1C
    -11.9, -0.9, 7.0, 2.0, -4.0, -4.5, 6.3, -1.9
CC1(C)CC2CC(C)(CN2C(=O)COC(=O)c2cccnc2Cl)C1 (configuration not stated)
    -0.2, -1.1, -5.2, 2.1, -11.0, 22.5, 16.5, -2.4
COCc1cc(C)nc(OCC(=O)N/N=C/c2ccc(OC)c(O)c2)c1C#N
    -9.1, 0.1, 1.6, -0.3, 2.6, 4.2, 3.5, -0.7
CCc1ccc(CCC(=O)Nc2ccc(Br)cc2)o1
    8.4, 3.0, -5.8, 2.2, 11.4, 27.8, 4.4, 5.0
Cn1c(N)c(C(=O)COC(=O)/C=C/c2ccccc2F)c(=O)n(C)c1=O
    -28.8, -1.3, 10.9, 1.3, -0.4, 12.9, -7.0, 2.4
CCc1cc2c(SCc3ccc(C(=O)OC)o3)ncnc2s1
    10.3, -0.5, -2.4, 0.3, -22.6, 12.8, -5.4, -2.7
CCOc1ccc(OCC)c(S(=O)(=O)NCc2ccccn2)c1
    3.4, 0.5, 11.5, -2.5, -18.0, 11.8, -20.3, 0.7
CCC(C)(C)C1CCC2(CC1)NC(=O)N(CC(=O)Nc1cc(C(F)(F)F)ccc1N1CCOCC1)C2=O (configuration not stated)
    10.4, 7.8, 6.2, 1.3, 4.0, 8.8, 25.0, 3.1

By substructure, the compounds so far containing a Cl atom (2)
Second line of a record: 697 NFkB inh, UPR XBP1 act, Mdm2 MdmX PPI, UPR CHOP act, APJ antagonist, tim23-1 inh, Jurkat NFkB inh, APJ ag
Cc1ccc(NNC(=O)Nc2ccc(Cl)cc2)nn1
    5.9, -2.0, 14.6, -1.2, -37.4, 11.4, -14.7, -3.9
CC1(C)CC2CC(C)(CN2C(=O)COC(=O)c2cccnc2Cl)C1 (configuration not stated)
    -0.2, -1.1, -5.2, 2.1, -11.0, 22.5, 16.5, -2.4

Other records.
Second line of a record: 697 NFkB inh, UPR XBP1 act, Mdm2 MdmX PPI, UPR CHOP act, APJ antagonist, tim23-1 inh, Jurkat NFkB inh, APJ ag
CCN1CCc2c(sc3c2c(NCc2ccco2)nc2nnnn23)C1
    -8.8, -1.4, 28.8, -0.7, 2.3, -0.9, 6.7, 2.0
CCN(c1ccccc1)S(=O)(=O)c1ccc2c(c1)C(C)(C)C(=O)N2C
    -4.2, -3.9, 8.2, -0.6, 5.1, 28.9, 8.9, -1.2
Cc1occc1-c1nnc(SCC(=O)c2ccccc2)n1CC1CCCO1 (configuration not stated)
    10.7, -2.5, -3.8, -0.1, -6.1, 12.5, -11.3, 8.6
CC1CC(C)CN(C(=O)CCC(=O)Nc2nnc(C3CCCCC3)s2)C1 (configuration not stated)
    -26.2, -1.9, 5.5, 0.3, 15.2, 19.4, 9.4, -1.0
CCCCOCCCNC(=O)N[C@@H](CCSC)C(=O)OC
    9.4, -1.9, 5.2, 0.2, -9.8, -16.1, 5.4, -4.5
COCCOc1ccc(C(F)(F)F)cc1NC(=O)COC(=O)c1cc([N+](=O)[O-])ccc1N1CCOCC1
    19.0, -3.4, 40.2, 0.9, -1.2, 14.1, 10.2, -5.4
Cc1ccc(C(=O)NC2CCN(S(=O)(=O)c3ccc(F)cc3)CC2)cc1
    5.5, 2.3, 21.7, 1.8, 8.8, -0.7, 10.3, -0.5
CC(Oc1ccccc1)C(=O)Nc1ccc(S(=O)(=O)N2CCCC2)cc1 (configuration not stated)
    -2.8, -2.6, -28.5, -0.4, 3.9, 22.1, -20.0, 0.1
CCC(C)OC(=O)C1=C(C)NC(=O)CC1c1ccccc1OC (configuration not stated)
    -9.6, -3.8, 10.2, 0.7, 3.8, 19.5, -5.8, 0.0
COc1ccc(-n2c(C)cc(C(=O)Cn3c(NCCO)nc4ccccc43)c2C)cc1
    -38.1, -0.2, 15.1, 0.8, -10.3, 4.0, 0.9, 1.2
CCCn1c(NCc2cc(OC)ccc2OC)nc2ccccc21
    -27.6, 3.1, -17.3, 4.1, 8.5, 19.5, -21.4, -3.8
Cc1ccc(NC(=O)c2nc[nH]c2C(=O)N2CCN(c3ccccc3)CC2)cc1
    -13.7, -1.3, 15.5, 0.0, -59.0, 19.1, 11.9, -0.4
Cn1c(Cn2cnc3ccccc32)nnc1SCc1ccccc1
    6.4, 2.3, 18.4, 1.7, 9.4, -1.9, -0.3, -5.8
Cc1ccc(NC(=O)c2cc(C(C)(C)C)nn2Cc2ccccc2)cc1
    -244.0, -0.3, 74.3*, 3.7, 5.6, 29.8, -68.7, 4.5
Cc1sc(NC(=O)c2cccs2)nc1-c1ccccc1
    -57.5, 9.8, 17.3, 5.5, -12.6, 32.8, -31.8, -1.7
O=c1c(Cc2ccc(F)cc2)c(O)ccn1Cc1ccc(F)cc1
    16.5, 11.3, 0.7, -0.8, -3.5, -14.2, 4.2, -3.2
COc1ccc(C(=O)N[C@H](C(=O)N2CCN(c3ccccc3F)CC2)C(C)C)cc1
    16.2, -3.5, 24.3, -1.3, -5.8, 20.7, -2.8, -0.4
COc1ccc(CNc2nc3ccccc3n2Cc2ccccc2)cc1OC
    -21.4, 1.2, 14.7, -0.1, -12.7, 11.2, 1.7, -1.5
COc1cc(OC)cc(C(=O)NC(C)CNc2ccc(Cl)cc2[N+](=O)[O-])c1 (configuration not stated)
    10.1, -2.6, 18.5, -0.6, 23.9, 11.7, 10.0, -2.7
Cc1c(OCC(F)(F)F)ccnc1CSc1nc2ccccc2[nH]1
    -132.4, 6.9, -79.6, 5.3, -5.9, 9.1, -56.0, 19.6
CCc1nc(Nc2ccc(NC(C)=O)cc2)c2oc3ccccc3c2n1
    -18.9, 4.0, 16.0, 0.9, -4.5, 7.4, -24.7, 2.4
Cc1nc2cc(N)ccc2n1-c1ccccc1
    -18.2, -1.2, -10.1, 1.1, 22.0, 4.1, -4.2, 1.4
COc1cccc(-c2cc(C(F)(F)F)nc(-n3ccc([N+](=O)[O-])n3)n2)c1
    15.0, 0.2, -11.9, 1.0, -11.0, 12.4, 4.5, -0.7
COC(=O)COc1ccc(S(=O)(=O)N2CCOCC2)cc1
    12.7, 0.1, 11.6, -2.8, 3.2, 0.9, 11.2, -13.1
CC1(C)C=Cc2cc3ccc(=O)oc3cc2O1
    -29.8, 0.8, -38.6, 6.2, -7.5, 31.1, -48.6, 0.7
CCOC(=O)c1ccc(NC(=O)c2cccc(S(=O)(=O)N3CCN(C(C)=O)CC3)c2)cc1
    9.7, -0.4, -5.5, 0.4, -7.1, 2.7, 15.4, 2.6
Cc1nc2ccccc2c(=O)n1NC(=O)c1ccc(Cl)c(Cl)c1
    13.6, -1.3, 14.7, 2.4, 11.5, 43.7, 6.8, -2.2
Cc1ccccc1Nc1ncc(C#N)c(N)n1
    -4.1, 1.6, 1.2, -0.5, -17.2, -6.5, -17.3, -0.1
COC(=O)N/N=C/c1cn(CCOc2ccccc2OC)c2ccccc12
    11.4, -1.5, 21.5, -0.6, -10.1, 34.6, 4.1, -3.3
CN1CCN(C(=O)/C(=C\c2cccs2)NC(=O)c2cccs2)CC1
    -22.3, 0.1, 7.8, 1.2, -8.4, 8.9, 17.0, -1.4
COc1ccccc1NC(=O)CSc1nccc(-c2ccco2)n1
    2.6, 1.4, 22.4, 0.0, -3.2, 17.3, -3.6, -2.1
OCCN1CCN(C2Cc3cc(Cl)ccc3Sc3ccc(Cl)cc32)CC1 (configuration not stated) (tested in a mixture with another compound)
    -1.4, 2.3, 59.2*, 0.1, 8.0, 19.6, 4.8, -6.2
C/C(=C\C(=O)C(F)(F)F)Nc1ccc(C)cc1
    -16.9, 0.1, 4.7, 3.6, -5.5, 3.0, 2.2, 3.3
COc1ccc(NC(=O)C2CCCC2)cn1
    23.4, -4.3, 3.7, -0.3, 13.0, 18.1, -4.1, 1.0
Brc1ccc(-n2c(SCc3nc4ccccc4[nH]3)nnc2-c2ccncc2)cc1
    -16.0, 1.0, -5.0, 0.1, -11.5, 5.8, 5.1, -1.0
COc1ccc(C(=S)Nc2ccc(N(C)C)cc2)cc1
    -82.1, 2.0, -238.5, 2.2, -5.5, 7.8, -83.8, -1.5
Cc1onc(-c2ccccc2)c1C(=O)N/N=C/c1ccc([N+](=O)[O-])c(O)c1
    -8.8, -3.2, -7.8, 0.4, 6.6, 24.3, -0.9, 2.0
CC(=O)c1nn(-c2ccccc2)cc1C(=O)c1cccc(Br)c1
    6.9, -4.1, 15.5, 0.0, 5.3, -10.6, 3.6, -2.3
CCOCC(=O)Nc1cc(-c2cn3cccnc3n2)ccc1C
    22.9, -4.8, -27.1, -0.2, -7.5, -10.4, -11.2, -2.7
COc1cc(NC(=O)Cc2ccccc2)ccc1NC(=O)c1ccco1
    -4.5, 5.0, -4.4, 3.9, 8.0, 12.4, -6.9, -2.7
CCOC(=O)C1(C)NC(c2ccc(OC)c(OC)c2)C2C(=O)N(CC)C(=O)C21 (configuration not stated)
    9.4, 0.2, 17.0, -1.1, 2.1, 1.8, 4.1, -1.2
Cc1cc(Cl)c2oc(C(=O)N3CCN(C4CCS(=O)(=O)C4)CC3)c(C)c2c1 (configuration not stated)
    8.8, 0.5, 17.8, 0.7, 1.2, 7.3, 7.7, -3.0
COc1ccccc1NC(=O)c1ccc2c(c1)nnn2C
    -0.3, 3.5, 9.6, 0.6, 6.1, 2.0, -6.2, -2.9
CC(=O)c1c[nH]c(C(=O)Nc2ccc(N3CCCCCC3)cc2)c1
    39.8*, -1.5, -14.5, -3.7, 7.1, -8.4, -9.9, -1.6
Cc1ccc(-c2nnn(CC(=O)N(CC(=O)NC3CCCC3)c3cnc4ccccc4c3)n2)o1
    -4.4, -1.3, 14.9, 0.3, 26.1, 12.2, 11.6, -0.1
